M4 PAM: CHRM4 positive allosteric modulation; activation, % at 3 µM; CHO-K1 hM4/Gqi5, Fluo-8 calcium fluorescence, ACh EC20; 0% = ACh EC20, 100% = maximal ACh; 360,000 tested, 0.4% active; P08173;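 active means activation above its plate's cutoff, the mean activation of sample wells plus 3 SD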; further: some results filed as inactive read as strong as hits
M1 PAM: potentiates human M1 receptor response to acetylcholine | P11229 | CHO-K1 hM1, Fluo-8 calcium fluorescence, ACh EC20; 0% = ACh EC20, 100% = maximal ACh | activation, % at 3 µM | AID 588819 | 360,000 tested, 0.088% active; in the data active means activation above about 19%, passing the limit was not always enough
Target sequence (P11229 whole entry, looked up): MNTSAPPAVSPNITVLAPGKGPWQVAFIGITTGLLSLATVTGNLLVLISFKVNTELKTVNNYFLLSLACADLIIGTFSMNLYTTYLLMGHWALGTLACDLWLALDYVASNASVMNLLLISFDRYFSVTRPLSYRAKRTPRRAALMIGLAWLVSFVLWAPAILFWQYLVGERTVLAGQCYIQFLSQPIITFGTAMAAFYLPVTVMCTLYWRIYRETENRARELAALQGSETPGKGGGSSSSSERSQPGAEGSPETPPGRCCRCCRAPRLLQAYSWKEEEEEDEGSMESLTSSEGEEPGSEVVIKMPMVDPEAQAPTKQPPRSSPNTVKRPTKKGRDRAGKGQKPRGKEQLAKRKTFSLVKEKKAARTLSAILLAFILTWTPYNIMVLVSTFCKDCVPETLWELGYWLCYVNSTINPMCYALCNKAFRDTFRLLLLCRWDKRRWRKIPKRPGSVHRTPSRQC
CHRM5 PAM: positive allosteric modulators of human muscarinic M5 receptor; P08912; CHO-K1 hM5, Fluo-8 calcium, ACh EC20 PAM; 0% = ACh EC20, 100% = ACh EC100; activation, % at 3 µM; 360,000 tested, 0.3% active; AID 624038;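 active means activation above the run cutoff, the mean activation of all test compounds plus 3 SD, cut at about 18% in these data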
Target sequence (P08912 whole entry, looked up): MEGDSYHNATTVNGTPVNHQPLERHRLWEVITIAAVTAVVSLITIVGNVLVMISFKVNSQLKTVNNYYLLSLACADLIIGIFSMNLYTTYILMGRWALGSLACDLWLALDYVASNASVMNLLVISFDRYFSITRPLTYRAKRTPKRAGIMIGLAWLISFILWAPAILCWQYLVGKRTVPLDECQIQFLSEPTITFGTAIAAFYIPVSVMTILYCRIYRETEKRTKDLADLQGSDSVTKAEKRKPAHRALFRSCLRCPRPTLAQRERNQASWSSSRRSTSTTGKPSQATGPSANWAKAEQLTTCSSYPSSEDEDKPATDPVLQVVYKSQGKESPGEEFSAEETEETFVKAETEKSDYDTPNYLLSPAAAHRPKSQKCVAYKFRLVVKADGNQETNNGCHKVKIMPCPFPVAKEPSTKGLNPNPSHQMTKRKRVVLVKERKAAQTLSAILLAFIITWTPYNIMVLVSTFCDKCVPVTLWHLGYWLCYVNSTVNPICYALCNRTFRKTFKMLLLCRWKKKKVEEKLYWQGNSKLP
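Assay system – human M5 receptor in CHO-K1 cells · Read-out – % activation, ACh-normalized · Technique – Fluo-8 calcium fluorescence · Dosing – single-point, 3 µM nominal · Incubation – Fluo-8 loading 80 min at 37 °C plus 30 min room temperature · Repeats – singlicate, one well per test compound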
CRFBP-R2 block: blocks CRF-induced signaling of the CRF-BP/CRF-R2 complex; inhibition, % at 11.8 µM; HEK293 CRF-R2/CRF-BP, CRF-induced calcium fluorescence; 350,000 tested, 0.59% active; AID 588475;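 active means inhibition of the ligand-induced calcium signal above about 50% at the single tested concentration, limit read from the data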
M4 antag: CHRM4 antagonism in calcium assay; P08173; CHO-hM4 cells, ACh EC80, Fluo-8 calcium fluorescence; inhibition, % at 3 µM; 360,000 tested, 0.73% active;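 active means inhibition above its plate's cutoff, the mean inhibition of sample wells plus 3 SD, cut at about 27% in these data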;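 further: 0% = acetylcholine EC80 with DMSO and 100% = DMSO without agonist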
M4 ag: agonists of human muscarinic M4 receptor (CHRM4) | P08173 | CHO-K1 hM4/Gqi5, Fluo-8 calcium fluorescence; vehicle 0%, full acetylcholine response 100% | activation, % at 3 µM | 360,000 tested, 0.14% active | AID 624127;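 active means activation above the run mean over all test wells plus 3 SD, cut at about 32% in these data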;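 further: peak over basal fluorescence ratio per well then scaled between controls; 0% = DMSO wells and 100% = acetylcholine at EC100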
CHRM5 antagonist: blocks acetylcholine activation of human M5 receptor; P08912; CHO-hM5 cells, Fluo-8 calcium fluorescence, ACh EC80; inhibition, % at 3 µM; 360,000 tested, 0.59% active; AID 624040;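 active means inhibition above a per-plate cutoff, the mean of that plate's test compounds plus 3 SD, cut at about 27% in these data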;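 further: 0% = acetylcholine EC80 with DMSO and 100% = DMSO without agonist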
CRFR2-BP ag: CRF-BP/CRF-R2 complex agonism. activation, % at 13.2 µM. 350,000 tested, 0.46% active. AID 588473. HEK293 CRF-R2/CRF-BP, calcium dye fluorescence (FLIPR); percent of saturating CRF peptide response;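 active means activation of at least 50%, plus an integration ratio under a set limit after plate pattern correction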;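 further: plate controls were neutral control wells without compound for no effect and CRF at EC100 for full effect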
M5 ag: CHRM5 agonism in calcium assay; P08912; CHO-K1 hM5 cells, Fluo-8 calcium fluorescence; 0% DMSO wells, 100% maximal acetylcholine response; activation, % at 3 µM; 360,000 tested, 0.19% active; AID 624037;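 active means activation above the run's mean over test compounds plus 3 SD, cut at about 23% in these data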;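 further: signal is peak over basal fluorescence ratio across the kinetic read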
Active calls of the source: *; . = not tested or not shown.

item	SMILES	M4 PAM	M1 PAM	CHRM5 PAM	CRFBP-R2 block	M4 antag	M4 ag	CHRM5 antagonist	CRFR2-BP ag	M5 ag
1	COc1ccc2[nH]c3c(c2c1)CCN1C(=O)C(CC(=O)NCCc2ccccn2)C[C@H](C(=O)N2CCCCC2)[C@@]31CCc1ccccc1 (stereo partly drawn)	8.9	7.7	6.3	12.9	-2.5	-0.1	-12.4	-4.1	-2.0
2	COc1ccccc1-n1c(SCC(=O)c2ccc(O)cc2O)nc2cc([N+](=O)[O-])ccc21	-7.6	-2.4	-7.9	9.4	6.8	4.9	2.5	-0.2	3.6
3	NC(=O)c1ccsc1NC(=O)COC(=O)Cc1ccsc1	-7.5	-1.2	-13.4	-11.9	3.8	9.5	9.1	2.1	8.9
4	CC1CCCCC1NC(=O)COC(=O)c1cc(=O)c2ccccc2o1 (stereo not drawn)	2.5	9.5	7.5	-2.2	2.1	0.1	9.6	1.1	-0.8
5	CC1Cc2ccccc2N1C(=O)CSc1nc2ccccc2s1 (stereo not drawn)	-6.6	1.3	-10.2	6.6	0.6	0.7	16.0	2.2	-4.3
6	O=[N+]([O-])c1cccc(S(=O)(=O)c2ccc(NCCOCCO)c([N+](=O)[O-])c2)c1	-4.5	11.7	-0.2	4.8	-1.7	5.5	4.9	-0.2	-1.9
7	CCN(C[C@H]1N[C@@](Cc2ccccc2)(C(=O)OC)[C@H]2C(=O)N(C)C(=O)[C@@H]12)S(=O)(=O)c1ccc(C(C)(C)C)cc1	3.2	6.2	1.9	1.3	-14.0	-0.1	-2.0	0.5	-1.0
8	COc1cc(OC)cc(C(=O)NC(C)CNc2ccc(Cl)cc2[N+](=O)[O-])c1 (stereo not drawn)	-6.3	0.1	-2.9	12.5	-3.5	7.5	6.1	-5.0	-2.2
9	CC(C)(C)NS(=O)(=O)c1ccc(NC(=O)c2cc(-c3ccccc3)nc3ccccc23)cc1	0.5	-1.6	7.7	-21.9	15.8	0.7	4.4	7.0	1.0
10	O=C(NCc1ccccc1)C(c1ccccc1F)n1c(=O)c(-c2ccco2)nc2ccccc21 (stereo not drawn)	-0.1	.	-4.5	.	6.0	7.2	9.8	.	2.7
11	OCCCCNCc1ccc(OCc2ccccc2)cc1	-7.3	-22.2	0.2	-3.1	5.0	4.5	9.2	4.1	-8.2
12	NNC(=O)c1ccc(Cl)cc1Cl	-1.6	5.7	-6.0	8.7	4.5	-1.2	5.3	-1.2	-5.6
13	O=C(COC(=O)c1ccc(Br)o1)NC1CCCCC1	-4.5	5.0	-3.2	-4.0	1.1	1.2	0.3	1.6	-2.6
14	CC(=O)c1sc(-c2ccc(Cl)cc2)nc1C	4.1	4.7	-2.7	-12.2	-10.4	2.8	4.3	-0.7	-1.1
15	S=C(c1ccc(-c2cccc(Cl)c2)o1)N1CCOCC1	7.9	6.8	-3.5	-10.2	-6.8	6.8	-1.3	-1.5	-1.4

Looked up above.
Reading of cpd 15 in CHRM5 PAM: -3.5
Reading of cpd 3 in M4 ag: 9.5

The main list resumes with the two entries that preceded the break.
item	SMILES	M4 PAM	M1 PAM	CHRM5 PAM	CRFBP-R2 block	M4 antag	M4 ag	CHRM5 antagonist	CRFR2-BP ag	M5 ag
14	CC(=O)c1sc(-c2ccc(Cl)cc2)nc1C	4.1	4.7	-2.7	-12.2	-10.4	2.8	4.3	-0.7	-1.1
15	S=C(c1ccc(-c2cccc(Cl)c2)o1)N1CCOCC1	7.9	6.8	-3.5	-10.2	-6.8	6.8	-1.3	-1.5	-1.4
16	COCCNC(=O)c1cn(C)c(=O)c2cc(OC)c(OC)cc12	-4.1	2.7	0.7	5.3	0.1	0.6	-4.8	-3.5	-1.7
17	Cc1cc(OC(C)C(=O)NC(Cc2c[nH]c3ccc(O)cc23)C(=O)O)c2c(C)cc(=O)oc2c1 (stereo not drawn)	1.4	7.8	2.2	7.6	-0.1	-0.1	-2.6	-1.1	3.3
18	OCC[C@@H]1C[C@H](O)[C@@H](O)[C@@]2(OCCc3cc(Cl)ccc32)O1	1.0	0.1	-3.5	.	-7.0	1.2	7.0	.	3.3
19	CCC(=O)N(Cc1cc(=O)[nH]c2ccccc12)c1ccc(C)cc1C	-3.6	2.4	-3.7	-9.7	7.1	-0.1	8.9	0.0	-1.9
20	O=C(N/N=C/c1cccc(O)c1)c1cc(-c2ccc3c(c2)OCO3)n[nH]1	-5.6	-11.8	-11.5	-6.3	-0.3	4.1	12.8	28.6	-3.1
21	Cc1ccc2[nH]c(=O)c3cc(C(=O)NCCC(C)C)sc3c2c1	0.1	4.4	1.6	-57.7	2.8	0.5	3.3	-2.1	-3.6
22	O=C(Nc1ccn(CCCNCC2CCCO2)c(=O)n1)OCc1ccccc1 (stereo not drawn)	-0.3	4.0	-2.7	-38.3	-3.5	0.8	-0.2	-1.6	0.3
23	COc1cc(C(C)=O)ccc1OCC(O)CN1CCN(S(=O)(=O)c2ccccc2)CC1 (stereo not drawn)	0.3	11.4	-3.2	10.5	-7.3	1.9	-2.0	0.7	-8.3
24	COC(=O)c1sc2ccccc2c1NC(=O)c1coc2ccccc2c1=O	5.3	14.5	6.4	1.2	-3.1	0.5	-14.7	4.9	-2.4
25	Cc1ccc(C(=O)O)cc1NC(=O)c1ccc(Cn2nc(C)c(Cl)c2C)o1	6.0	8.0	-5.8	4.2	-18.2	0.4	-0.4	6.9	-2.7
26	Cc1ccccc1COn1nnc2ccc(S(=O)(=O)N3CCOCC3)cc21	-2.2	11.6	-0.7	2.2	-5.9	5.2	-0.9	0.1	-1.9
27	COc1ccc(NC(=O)CN(C)S(=O)(=O)c2ccccc2)cc1OC	4.2	-0.5	8.4	4.9	-1.5	1.4	-10.7	-0.4	4.5
28	O=C(COC(=O)c1cccnc1Nc1ccccc1F)NCc1ccc2c(c1)OCO2	-0.9	0.1	-2.3	17.7	7.0	0.1	9.2	0.0	-3.2
29	O=C(CCC(=O)N(CC(=O)NC1CCCCC1)CC1CCCO1)Nc1nccs1 (stereo not drawn)	1.1	13.9	-2.6	0.2	4.2	-0.1	9.1	0.2	-1.3
30	Cc1ccc(S(=O)(=O)N(C)C(=O)NC(=O)NS(=O)(=O)c2ccccc2)cc1	4.4	5.6	0.4	-0.2	1.1	0.6	10.2	-1.0	-2.0
31	CCOC(=O)C1CCCN(C(=O)c2cccc3ccccc23)C1 (stereo not drawn)	-6.3	-0.5	-1.6	-7.5	13.9	0.4	8.2	0.4	-0.8
32	Cc1ccc(NC(=O)CNC(=O)c2cccc(C)c2)nc1	2.5	0.1	-1.6	-10.7	-2.8	0.9	0.5	0.1	2.4
33	COc1cc(C(=O)Nc2ccc3oc(-c4cccnc4)nc3c2)cc(OC)c1OC	-8.5	0.8	-0.3	-9.5	2.1	1.5	7.9	-3.3	5.5
34	COc1ccc(NC(=O)CS(=O)(=O)c2ccc(Br)cc2)cc1	-1.1	7.0	-3.1	-3.4	8.1	2.5	6.0	0.3	-3.0
35	O=C(CSc1nc(O)cc(=O)n1-c1ccccc1)NCc1ccccc1	12.8	9.0	1.5	9.3	1.9	2.2	-2.2	0.1	1.8
36	N#CC(CC(=O)c1ccc(Cl)cc1)c1ccccc1 (stereo not drawn)	-7.4	0.6	-3.5	-11.7	1.5	-0.1	8.3	-2.5	-8.1
37	Cc1ccc(OCC(=O)NNC(=O)CSC(=S)N2CCCC2)cc1	7.0	10.0	-1.6	5.1	-6.4	0.5	10.8	0.1	-0.2
38	O=C(O)CNC(=O)C1COc2ccccc2O1 (stereo not drawn)	-2.0	4.9	-2.4	7.7	-8.6	0.2	-5.7	0.3	-1.4
39	COc1ccc(C2=C/C(=C\c3ccccc3OC(C)=O)C(=O)O2)cc1	-0.3	0.1	-9.7	-9.4	2.2	-0.2	13.2	41.0	-1.2
40	CC(=O)Nc1cccc(Oc2ncccc2[N+](=O)[O-])c1	0.5	13.6	0.5	1.8	0.4	2.5	3.3	-0.7	-0.1
41	Cc1cc(NC(=O)c2ccccc2Cl)no1	3.4	11.6	0.1	-5.5	-1.6	2.1	2.6	3.6	-4.3
42	N/C(=N\C(=S)Nc1ccc2c(c1)OCO2)c1ccccc1	6.9	-3.1	2.3	.	-4.9	0.4	3.0	.	0.4
43	COc1ccc(CCNC(=O)c2cc3sccc3n2C)cc1OC	-2.5	0.5	-7.0	11.8	-1.0	4.0	3.1	0.1	1.9
44	O=C(/C=C/c1ccccc1)Nc1cccc(C(=O)NCCc2ccccc2)c1	-9.0	-12.2	-11.0	11.0	5.7	16.5	13.0	-2.0	2.1
45	Cc1cc(C)c(S(=O)(=O)N2CCN(C(=O)N3CCCCC3)CC2)c(C)c1	-1.1	7.5	0.4	-15.0	-7.2	1.0	3.3	-1.5	2.7
46	CN1CCN(C(=O)c2ccccc2NC(=O)CCN2C(=O)c3ccccc3C2=O)CC1	3.9	3.6	0.4	-19.4	0.5	1.1	-2.5	-0.8	-1.9
47	Cc1csc(NC(=O)c2ccc(C)c([N+](=O)[O-])c2)n1	-3.4	-9.3	-4.0	-10.8	-7.4	3.8	0.4	-0.8	-0.5
48	O=[n+]1c2c(n([O-])c3cc(Cl)ccc31)CCCC2	2.1	7.4	-2.4	-34.0	-3.1	0.9	4.8	-1.1	-3.4
49	CCN(CC)c1ncnc2c1cnn2Cc1ccc(C)cc1	-7.0	-3.7	-7.3	27.4	10.3	6.8	11.9	-1.2	0.6
50	Cc1ccc2nc(-c3ccc(C#N)cc3)c(Cc3ccccc3C(F)(F)F)n2c1	0.7	-0.7	-8.5	.	-1.2	-0.6	6.9	.	-5.6
51	Cc1ccccc1/C=N/NC(=O)c1sccc1C	-2.4	-7.9	-3.8	-27.8	1.2	-1.0	5.6	-0.8	-3.6
52	CCOCCCNC(=O)NC12CC3CC(CC(C3)C1)C2	5.5	1.0	1.0	0.1	-5.7	1.3	0.9	0.3	1.0
53	Cc1cc(C(=O)OCn2nnc3ccccc3c2=O)c(C)o1	0.9	5.3	-1.3	0.0	-1.9	0.2	-3.5	0.1	-0.4
54	CCOC(=O)c1ccc(NC(=O)NCc2ccn(CC)n2)cc1	8.5	4.3	-1.2	-4.5	7.2	2.0	-0.2	-0.7	0.4
55	Cc1ccc(S(=O)(=O)Nc2c(C)cc([N+](=O)[O-])cc2C)cc1	-6.8	-15.3	-16.4	29.0	15.2	3.9	16.2	-1.5	-9.8
56	COC(=O)c1ccc(NCN2C(=O)C3C4CCC(C4)C3C2=O)cc1 (stereo not drawn)	-3.7	8.3	1.1	12.7	-2.6	0.3	-1.0	1.5	-3.0
57	CN(c1ccc(C(=O)NCc2ccc3c(c2)OCO3)cc1)S(=O)(=O)c1ccccc1	-1.9	7.0	-2.3	4.0	1.9	3.3	0.3	1.9	-0.8

Whole records from above. Order of values: M4 PAM, M1 PAM, CHRM5 PAM, CRFBP-R2 block, M4 antag, M4 ag, CHRM5 antagonist, CRFR2-BP ag, M5 ag
CC(=O)c1sc(-c2ccc(Cl)cc2)nc1C reads 4.1, 4.7, -2.7, -12.2, -10.4, 2.8, 4.3, -0.7, -1.1
COCCNC(=O)c1cn(C)c(=O)c2cc(OC)c(OC)cc12 reads -4.1, 2.7, 0.7, 5.3, 0.1, 0.6, -4.8, -3.5, -1.7
O=C(N/N=C/c1cccc(O)c1)c1cc(-c2ccc3c(c2)OCO3)n[nH]1 reads -5.6, -11.8, -11.5, -6.3, -0.3, 4.1, 12.8, 28.6, -3.1

From PubChem BioAssay
